HKDC1 inhibitor – HKDC1 hexokinase inhibitors, primary screen, biochemical, fluorescence, uHTS; Q2TB90; recombinant HKDC1, G6PDH/diaphorase resazurin coupled fluorescence; inhibition, % at 20 µM; actives 0.16% (n = 340,000);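 active = inhibition above about 35% when tested at 20 µM, limit read from the data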;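 note: plate controls were DMSO wells with enzyme for no effect and DMSO wells lacking enzyme for full effect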
Target sequence (Q2TB90 whole entry, looked up): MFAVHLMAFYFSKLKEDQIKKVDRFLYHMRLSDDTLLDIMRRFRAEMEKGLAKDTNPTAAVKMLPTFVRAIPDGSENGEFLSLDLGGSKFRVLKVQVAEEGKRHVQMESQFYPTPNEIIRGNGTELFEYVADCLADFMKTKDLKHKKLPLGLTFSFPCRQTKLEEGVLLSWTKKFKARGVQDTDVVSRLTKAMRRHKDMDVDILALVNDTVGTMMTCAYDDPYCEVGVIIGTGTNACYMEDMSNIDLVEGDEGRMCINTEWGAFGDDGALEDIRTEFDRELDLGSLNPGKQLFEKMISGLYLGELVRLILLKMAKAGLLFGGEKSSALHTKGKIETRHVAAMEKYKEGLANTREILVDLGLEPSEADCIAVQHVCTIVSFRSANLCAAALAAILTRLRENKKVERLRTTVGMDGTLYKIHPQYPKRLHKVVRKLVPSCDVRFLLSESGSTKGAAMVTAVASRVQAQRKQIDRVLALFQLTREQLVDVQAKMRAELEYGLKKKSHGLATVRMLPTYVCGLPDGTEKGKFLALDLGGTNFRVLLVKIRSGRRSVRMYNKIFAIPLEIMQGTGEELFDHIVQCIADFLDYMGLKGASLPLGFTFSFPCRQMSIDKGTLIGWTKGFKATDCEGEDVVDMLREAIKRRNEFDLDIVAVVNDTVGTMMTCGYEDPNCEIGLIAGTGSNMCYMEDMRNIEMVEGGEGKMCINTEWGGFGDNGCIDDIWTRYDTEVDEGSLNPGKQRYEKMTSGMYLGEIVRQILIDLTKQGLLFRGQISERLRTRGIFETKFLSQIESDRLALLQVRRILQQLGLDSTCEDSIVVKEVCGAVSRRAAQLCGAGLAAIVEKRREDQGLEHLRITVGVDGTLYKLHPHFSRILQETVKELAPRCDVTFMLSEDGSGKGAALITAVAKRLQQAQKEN
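System: Recombinant HKDC1 hexokinase | Amount: HKDC1 at 5 µg/mL | Reagent: Glucose with 1 mM ATP | Doses: Single 20 µM dose | Incubation: Reaction time 90 min, room temperature, protected from light | Signal: Coupled resazurin fluorescence, excitation 525 nm, emission 613 nm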
SENP7 inh – SENP7 protease inhibitors, primary screen, biochemical, luminescence, uHTS; Sentrin-specific protease 7 (Homo sapiens), Q9BQF6; recombinant SENP7, Z-RLRGG-aminoluciferin luminescence, 40 min; inhibition, % at 5 µM; actives 1.5% (n = 330,000);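 active = inhibition above about 50% at the single test dose, limit read from the data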;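 note: plate controls were DMSO with enzyme for no effect and no enzyme buffer wells for full effect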
SENP8 block – SENP8 protease inhibitors, primary screen, biochemical, luminescence | Sentrin-specific protease 8 (Homo sapiens), Q96LD8 | purified SENP8, Z-RLRGG-aminoluciferin cleavage | inhibition, % at 10 µM | actives 1.2% (n = 330,000) | AID 2540, 2010
Gli-Sufu antag – Gli-Sufu pathway antagonists, primary screen, luciferase luminescence, Sufu-KO-LIGHT cells, uHTS | Sufu-KO-LIGHT fibroblasts, Gli luciferase reporter luminescence | inhibition, % at 5 µM | actives 0.74% (n = 340,000);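 active = inhibition above about 55%, limit read from the data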;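 note: 0% = DMSO-treated cells and 100% = wells with medium but no cells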
Apaf-1 inh – inhibitors of human Apaf-1 apoptosome, primary screen, biochemical, DEVD-Rh110 fluorescence, uHTS; AID 489030, 2010; inhibition, % at 20 µM; actives 0.71% (n = 330,000); reconstituted apoptosome caspase-3 activity; active = inhibition of at least 40% at 20 µM;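 note: plate controls were DMSO wells for no effect and DEVD-CHO caspase inhibitor wells for full effect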
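System: Apoptosome proteins | Medium: Hepes pH 7.5 with detergent and BSA | Also added: Cytochrome c trigger plus (Z-DEVD)2-Rh110 caspase-3 substrate | Incubation: 30 min compound preincubation, 50 min activation, room temperature | Detection: Rhodamine 110 fluorescence at Ex 480/Em 540 nm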
UBC13 inh – UBC13 polyubiquitin chain formation inhibitors, primary screen, biochemical, TR-FRET, uHTS. Ubiquitin-conjugating enzyme E2 N (Homo sapiens), P61088. inhibition, % at 20 µM. actives 0.47% (n = 330,000); in the data active = inhibition above about 45%, passing the limit was not always enough
Target sequence (P61088 whole entry, looked up): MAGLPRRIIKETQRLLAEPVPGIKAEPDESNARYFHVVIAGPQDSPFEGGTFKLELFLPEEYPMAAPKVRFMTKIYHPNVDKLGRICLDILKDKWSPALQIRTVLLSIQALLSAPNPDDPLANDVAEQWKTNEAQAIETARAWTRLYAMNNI
697 NFkB inh – inhibitors of PMA/ionomycin-induced NF-kB reporter, 697 cells, primary screen, B-cell NF-kB inhibitor project, cell-based, luminescence, uHTS; inhibition, % at 4 µM; actives 0.33% (n = 330,000); 697 B-cell NF-kB luciferase reporter, 16 h; in the data active = inhibition above about 35%
Jurkat NFkB inh – inhibitors of induced NF-kB luciferase reporter, primary screen, TCR NF-kB activation inhibitor project, cell-based, luminescence, uHTS. Jurkat, PMA/ionomycin-induced NF-kB luciferase reporter. inhibition, % at 4 µM. actives 0.53% (n = 330,000)
The depositor's hits bear a star. Cut-off read from the data, not from the text of the source, unless noted: active = inhibition above about 50%; inactive = the rest.

smiles	HKDC1 inhibitor	SENP7 inh	SENP8 block	Gli-Sufu antag	Apaf-1 inh	UBC13 inh	697 NFkB inh	Jurkat NFkB inh
CCC1(C)Cc2c(sc(NC(=S)NC(=O)c3ccccc3)c2C#N)CO1 (centres undefined)	15.3	8.6	-4.2	-11.4	-3.5	-3.8	-94.5	-27.2
CCn1c(CNC(=O)c2cccc(C)c2)nnc1SCC(=O)NC1=NCCS1	-2.4	3.8	-7.3	-18.4	1.7	-3.5	-11.2	-25.4
CCc1nn(C(C)C(=O)NCCN2CCN(c3cccc(C)c3C)CC2)c(=O)c2cc3occc3n12 (centres undefined)	-7.7	9.0	-6.6	5.5	7.5	13.7	-13.9	-22.0
CO[C@H]1C=CO[C@@]2(C)Oc3c(C)c(O)c4c(O)c(c(C=NN5CCN(C)CC5)c(O)c4c3C2=O)NC(=O)C(C)=CC=C[C@H](C)[C@H](O)[C@@H](C)[C@@H](O)[C@@H](C)[C@H](OC(C)=O)[C@@H]1C	6.3	5.5	10.7	-7.9	24.9	-466.2	9.0	17.8
Cc1ccc(N2C(N)=C(C#N)C(c3cccnc3)C3=C2CC(C)(C)CC3=O)cc1 (centres undefined)	-0.7	-4.1	-8.1	1.4	1.9	-11.6	-8.4	2.6
CCC1CN(C(=O)N2CCC(C(=O)NCCc3ccccc3OC)CC2)c2ccccc2O1 (centres undefined)	-8.5	-6.0	-10.2	5.6	5.1	-6.3	-19.3	4.4
NS(=O)(=O)c1ccc(CNC(=O)C2(c3ccc(Cl)cc3)CC2)cc1	-7.2	2.0	0.7	-2.8	-4.9	20.5	5.1	0.7
S=C(NCCc1ccccc1)NCCN1CCOCC1	-3.9	1.1	-9.1	-6.4	-4.5	6.8	10.9	-0.1
O=C(NCCN1C(=O)S/C(=C\c2ccc(OC(F)F)cc2)C1=O)c1cnccn1	0.1	-2.1	2.0	0.7	18.0	-16.0	-39.0	38.0
O=C(/C=C/c1cc2c(cc1Br)OCO2)NCc1ccc(F)cc1	-3.5	-12.5	0.2	9.2	-1.6	4.3	-6.4	-0.1
CCN(c1ccccc1)S(=O)(=O)c1ccc2[nH]c(=O)[nH]c2c1	1.3	4.4	-0.8	2.1	14.8	-0.5	5.8	-22.5
COc1ccc(-c2nc3c(-c4ccccc4)cnn3cc2C)cc1F	-6.1	9.0	0.1	-5.3	-0.6	0.0	-6.1	-26.4
CCOc1ncccc1C(=O)OCC(=O)Nc1nnc(-c2ccccc2)o1	-4.0	1.9	5.4	-8.6	3.4	-3.1	14.0	9.3
Cc1ccc(CN(C)C(=O)CN2C(=O)NC3(CCCC3)C2=O)o1	-4.9	-7.0	-10.8	-12.3	11.8	-0.7	7.8	-9.8
CS(=O)(=O)c1ccc(Cl)c(NC(=O)CSc2nnc(-c3cccs3)n2N)c1	-1.3	2.7	6.5	-1.8	-10.7	-2.3	18.7	7.9
O=C(COc1ccccc1F)Nc1ccc2[nH]c(=O)[nH]c2c1	-2.4	0.3	4.5	-7.6	2.2	-3.2	7.1	7.9
N#CCC1c2ccccc2CCN1C(=O)Nc1cccc(Cl)c1 (centres undefined)	-8.0	-3.4	2.9	0.6	-6.1	16.3	22.5	14.4
CCOc1ccc(NS(=O)(=O)c2ccc(-c3ccc(=O)[nH]n3)o2)cc1	-6.2	-19.8	-9.5	-6.3	-2.3	-8.1	-27.5	-2.7
Nc1cccc(CP(=O)(c2ccccc2)c2ccccc2)c1	4.1	1.4	1.5	9.7	-1.4	-6.2	6.9	6.0
Cn1c(=O)[nH]c(=O)c2c1nc(N(CCO)Cc1ccccc1)n2CCCc1ccccc1	2.1	0.9	-3.8	24.9	14.4	1.0	2.9	4.1
COc1ccc(NC(=S)N2CCC(N(C)CC3CCCO3)CC2)cc1 (centres undefined)	-8.1	0.5	-4.1	0.6	0.9	-0.3	17.7	18.5
O=C(CN(C(=O)CCC(=O)Nc1ccccn1)c1cccc(F)c1)NCc1ccc(F)cc1	1.1	-1.8	-2.3	-24.1	0.8	3.0	10.0	-1.9
CCOC(=O)C1=C(CC)Nc2ccccc2N=C1NC(=O)c1cccc(S(=O)(=O)N2CCCC2)c1	-2.4	5.2	-7.8	-11.6	1.6	-5.0	14.2	13.3
COc1ccc(NC(=O)c2ccc3c(c2)N(C)CCS3)cc1	6.7	15.2	2.0	-100.4	8.7	7.0	-10.0	-111.1
Cc1cc(C(=O)NCCc2ccc(S(N)(=O)=O)cc2)c(C)o1	-3.9	1.7	1.4	-22.4	-1.1	4.9	3.6	-12.8
N#Cc1ccc(C(=O)Nc2cccc(S(=O)(=O)NC3=NCCC3)c2)cc1	4.2	9.9	0.3	13.9	3.6	3.6	9.2	-0.4
COc1ccc(-n2nc3c(c2NC(=O)C24CC5CC(CC(C5)C2)C4)CS(=O)C3)cc1 (centres undefined)	-7.8	-14.7	-9.7	2.9	5.3	-2.6	15.0	5.5
Nn1c(SCC(=O)NCCCc2ccccc2)nnc1-c1cccnc1	-9.0	2.7	-0.6	0.3	-15.4	-5.6	7.7	4.5
Cc1nnc(SCCn2c(N3CCCCCC3)nc3c2c(=O)[nH]c(=O)n3C)s1	-0.2	1.1	-6.7	7.7	5.3	1.6	-7.2	3.3
CC(C)(C)N(CC#CCC(O)(c1ccccc1)C1CCCC1)CCO (centres undefined)	4.9	-7.4	-12.2	10.9	12.5	-0.5	-9.7	5.7

Ordered by the number under SENP7 inh (ascending): some entries from above.
Molecule | HKDC1 inhibitor | SENP7 inh | UBC13 inh | 697 NFkB inh | Jurkat NFkB inh
COc1ccc(NC(=S)N2CCC(N(C)CC3CCCO3)CC2)cc1 (centres undefined) | -8.1 | 0.5 | -0.3 | 17.7 | 18.5
Cc1nnc(SCCn2c(N3CCCCCC3)nc3c2c(=O)[nH]c(=O)n3C)s1 | -0.2 | 1.1 | 1.6 | -7.2 | 3.3
Nc1cccc(CP(=O)(c2ccccc2)c2ccccc2)c1 | 4.1 | 1.4 | -6.2 | 6.9 | 6.0

Other entries
smiles	HKDC1 inhibitor	SENP7 inh	SENP8 block	Gli-Sufu antag	Apaf-1 inh	UBC13 inh	697 NFkB inh	Jurkat NFkB inh
CCOC(=O)N1CCN(S(=O)(=O)c2ccc3[nH]c(=O)sc3c2)CC1	-3.7	-0.7	2.7	-1.1	-15.4	-1.7	13.1	6.1
COc1ccc(OC)c(CN2CCC(C(=O)N(C)CCc3ccc(OC)c(OC)c3)CC2)c1	-5.3	4.7	-2.9	22.6	-1.4	2.8	5.2	-4.6
COc1cc(/C=N/N=C2/C(=O)Nc3ccccc32)cc(OC)c1O	3.2	-1.4	-12.9	13.7	5.2	-245.0	22.3	7.0
Cc1cccc(OCc2nc3ccccc3n2C)c1	-3.5	29.3	-3.1	-28.0	6.1	-1.0	-55.6	-58.2
Cn1c(SCC(=O)N2CCOCC2)nc2sc3c(c2c1=O)CCCC3	4.1	3.3	2.6	10.6	6.6	5.7	20.3	17.5
COc1ccc(C2C(C(C)=O)=C(O)C(=O)N2c2nccs2)c(OC)c1 (centres undefined)	-2.4	1.7	-0.2	12.6	-8.5	-7.2	-12.8	13.0
CCCn1c(N)c(C(=O)CSc2ncn[nH]2)c(=O)n(C)c1=O	-4.7	4.8	-2.7	-3.1	-4.8	-4.7	18.9	2.9
Cc1c(NC(=O)COc2cccc(Br)c2)c(=O)n(-c2ccccc2)n1C	-8.2	-11.5	-4.9	-8.8	6.8	-1.8	9.5	-4.7
CCOC(=O)N1CCN(C(=O)Cc2ccc(Cl)cc2)CC1	-3.3	5.8	3.8	1.4	-0.7	0.3	4.8	-5.7
C=CCN(CC=C)C(=O)c1cccc(S(=O)(=O)N2c3ccccc3CC2C)c1 (centres undefined)	-1.4	-0.5	1.1	1.6	2.7	5.1	-32.0	10.1
Nc1nnc(SCc2cccnc2)s1	-10.4	3.4	6.8	9.4	-10.4	4.6	4.7	11.7
CCc1c(C(=O)c2ccc(Cl)cc2)oc2c(C)c3oc(=O)cc(C)c3cc12	-11.0	-5.5	-3.0	14.0	11.4	-2.9	-15.9	15.5
COc1ccc(NC(=O)CN2C(=O)c3cccc4cccc2c34)c(OC)c1	8.1	-4.6	-3.3	-2.7	4.2	12.3	-3.2	-11.6
O=C(Nc1ccc2c(c1)CCC2)c1cnc(Cl)c(Cl)c1	0.6	22.5	-27.2	-1.2	-1.9	-11.1	-79.7	-94.1
COc1ccc([N+](=O)[O-])cc1NC(=O)COC(=O)C=C(C)C	-4.0	9.6	2.6	15.5	-13.8	-11.4	5.3	14.2
Cc1ccnc(NC(=O)C2CC(=O)N(Cc3ccccc3)C2)c1 (centres undefined)	-1.8	-3.8	-18.7	-10.1	6.7	4.5	-105.5	-92.1
O=[N+]([O-])c1ccc(/C=N/Nc2ccnc3cc(Cl)ccc23)o1	9.8	1.4	-1.9	5.2	7.9	-141.5	21.3	0.8
O=C(c1cc(Br)ccc1Cl)N1CCCC1	1.3	6.5	1.8	-17.8	1.9	-3.0	11.6	-21.9
COc1ccccc1NC(=O)c1cc(S(=O)(=O)N2CCC3(CC2)OCCO3)ccc1F	-3.3	-3.4	-0.8	4.5	-1.6	55.5*	3.6	11.6
COc1cc(/C=N/NC(=O)c2ccc(NC(=O)C3CCCCC3)cc2)ccc1O	2.6	9.4	-14.8	6.7	-1.8	-8.3	5.2	5.7
CC1=Nc2nc(N3CCCCCC3)c(C#N)c3c4c(nc(c23)N1)N(c1ccc2ccccc2c1)C(=O)C4	8.8	4.9	12.5	-5.4	22.8	-8.2	4.1	0.4
COc1cccc(NC(=O)CN(C)C(=O)c2cccc(S(=O)(=O)N3CCN(c4ccc(F)cc4)CC3)c2)c1	-0.7	4.0	0.4	23.9	14.9	2.0	2.2	4.6
CCNc1nc(NC(C)C)nc(Oc2ccc(OCCOc3ccc(C)cc3)nn2)n1	3.3	-5.9	-3.1	4.9	-1.1	2.7	12.8	-4.3
CCc1cc2c(=O)c(-c3nc4ccccc4[nH]3)coc2c(CN2CCCCC2C)c1O (centres undefined)	31.1	1.5	0.5	2.3	0.1	-7.6	-17.1	-13.1
O=C(Cn1cnc2ccccc2c1=O)OCCCCN1C(=O)c2ccccc2C1=O	2.3	3.8	-3.2	-2.1	2.0	2.4	2.5	14.8
COC(=O)c1ccc(C(C(=O)NC2CCCCC2)N(CCc2ccccc2)C(=O)Cc2cccs2)cc1 (centres undefined)	-13.1	-6.2	1.3	-6.9	2.5	-0.3	12.0	5.3
O=C(O)c1cccc(S(=O)(=O)NCC2CCCO2)c1 (centres undefined)	-3.0	-0.8	9.3	4.8	-0.5	-1.5	-8.3	-6.2
COc1ccc(-c2csc(NC(=O)CN3C(=O)CCC3=O)n2)cc1	2.3	3.8	2.0	-10.6	-9.9	1.1	13.0	3.4
c1cncc(C(c2nnnn2C2CCCCC2)N2CCCCC2)c1 (centres undefined)	-2.9	-9.8	-9.9	-3.2	-17.2	-7.1	2.9	-10.2

Structures listed so far printed as active in UBC13 inh.
molecule	HKDC1 inhibitor	SENP7 inh	UBC13 inh	697 NFkB inh	Jurkat NFkB inh
COc1ccccc1NC(=O)c1cc(S(=O)(=O)N2CCC3(CC2)OCCO3)ccc1F	-3.3	-3.4	55.5*	3.6	11.6
